Compound activity from PubChem BioAssay.
APJ antagonist: antagonists of human apelin receptor APJ, primary screen, CHO-K1 cells, beta-arrestin complementation, luminescence | inhibition, % at 20 µM | AID 2521, 2010 | actives 0.32% (n = 330,000) | P35414;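 active = inhibition above about 40% at 20 µM, limit read from the data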;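 note: cells challenged with 10 nM apelin-13 agonist together with compound; plate controls were apelin-13 plus DMSO wells for no effect and DMSO wells lacking apelin-13 for full effect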
CXCR6 inh: CXCR6 receptor inhibitors, primary screen, cell-based, beta-arrestin, luminescence, CHO-K1 PathHunter, 1536-well. C-X-C chemokine receptor type 6 (Homo sapiens), O00574. inhibition, % at 20 µM. actives 0.36% (n = 360,000); in the data active = inhibition above about 34%, passing the limit was not always enough;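 note: antagonist mode with CXCL16 agonist at 10 nM final; 0% = 10 nM CXCL16 with DMSO and 100% = unstimulated wells without agonist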
Gli-Sufu antag: Gli-Sufu pathway antagonists, primary screen, luciferase luminescence, Sufu-KO-LIGHT cells, uHTS. Sufu-KO-LIGHT fibroblasts, Gli luciferase reporter luminescence. inhibition, % at 5 µM. actives 0.74% (n = 340,000). AID 588413, 2011;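 active = inhibition above about 55%, limit read from the data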;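 note: 0% = DMSO-treated cells and 100% = wells with medium but no cells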
697 NFkB inh: inhibitors of PMA/ionomycin-induced NF-kB reporter, 697 cells, primary screen, B-cell NF-kB inhibitor project, cell-based, luminescence, uHTS; 697 B-cell NF-kB luciferase reporter, 16 h; inhibition, % at 4 µM; actives 0.33% (n = 330,000); in the data active = inhibition above about 35%
Jurkat NFkB inh: inhibitors of induced NF-kB luciferase reporter, primary screen, TCR NF-kB activation inhibitor project, cell-based, luminescence, uHTS | Jurkat, PMA/ionomycin-induced NF-kB luciferase reporter | inhibition, % at 4 µM | actives 0.53% (n = 330,000) | AID 435003, 2010; in the data active = inhibition above about 50%
EBI2 antag: EBI2 receptor antagonists, beta-arrestin recruitment, primary screen, cell-based, luminescence, 7a,25-OHC stimulation, uHTS. inhibition, % at 5 µM. actives 0.81% (n = 360,000). G-protein coupled receptor 183 (Homo sapiens), P32249. 7a,25-OHC stimulated. AID 651636, 2012; in the data active = inhibition above about 38%;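 note: enzyme fragment complementation signal reports receptor beta-arrestin coupling in cells; 0% = agonist plus DMSO wells and 100% = wells without agonist; some results beyond the cut were filed as inactive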
Target sequence (P32249 whole entry, looked up, the tested form may be a part): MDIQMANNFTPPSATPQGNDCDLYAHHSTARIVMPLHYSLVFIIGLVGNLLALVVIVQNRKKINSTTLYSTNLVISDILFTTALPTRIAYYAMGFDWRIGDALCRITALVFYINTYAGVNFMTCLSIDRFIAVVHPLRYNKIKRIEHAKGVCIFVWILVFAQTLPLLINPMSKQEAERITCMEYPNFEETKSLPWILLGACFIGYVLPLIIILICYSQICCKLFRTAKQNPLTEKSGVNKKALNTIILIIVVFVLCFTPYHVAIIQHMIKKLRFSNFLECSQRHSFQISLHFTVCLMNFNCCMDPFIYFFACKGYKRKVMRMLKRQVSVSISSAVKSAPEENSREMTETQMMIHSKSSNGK
UBC13 polyUb: UBC13 polyubiquitin chain formation inhibitors, primary screen, biochemical, TR-FRET, uHTS; inhibition, % at 20 µM; AID 485273, 2010; actives 0.47% (n = 330,000); Ubiquitin-conjugating enzyme E2 N (Homo sapiens), P61088; in the data active = inhibition above about 45%, passing the limit was not always enough
Target sequence (P61088 whole entry, looked up): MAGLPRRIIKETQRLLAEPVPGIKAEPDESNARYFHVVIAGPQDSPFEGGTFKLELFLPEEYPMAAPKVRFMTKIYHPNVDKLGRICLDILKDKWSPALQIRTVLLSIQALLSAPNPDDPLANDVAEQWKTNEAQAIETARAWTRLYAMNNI
CCR6 antagonist: CCR6 receptor antagonists, primary screen, cell-based, CHO-K1, luminescence, beta-arrestin, uHTS | CHO-K1 CCR6 PathHunter beta-arrestin, CCL20-stimulated | inhibition, % at 20 µM | actives 0.49% (n = 340,000);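 active = compounds whose inhibition of the agonist-driven luminescence signal at 20 µM reaches about 50%, limit read from the data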;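 note: cells stimulated with CCL20 at 14 nM final; plate controls were DMSO with CCL20 for no effect and DMSO without agonist for full effect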
Target sequence (P51684 whole entry, looked up): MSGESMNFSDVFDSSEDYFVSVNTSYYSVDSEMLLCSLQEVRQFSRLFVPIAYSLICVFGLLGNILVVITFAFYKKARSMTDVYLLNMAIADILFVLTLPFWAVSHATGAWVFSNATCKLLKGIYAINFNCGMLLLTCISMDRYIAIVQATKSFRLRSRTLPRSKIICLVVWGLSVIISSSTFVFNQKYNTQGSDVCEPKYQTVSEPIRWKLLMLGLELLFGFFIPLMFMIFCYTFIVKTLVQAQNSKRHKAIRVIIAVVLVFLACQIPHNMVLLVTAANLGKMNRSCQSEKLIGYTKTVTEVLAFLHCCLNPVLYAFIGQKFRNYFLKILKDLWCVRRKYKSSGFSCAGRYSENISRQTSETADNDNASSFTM
Numbers without * were called inactive; . = no result given.

SMILES	APJ antagonist	CXCR6 inh	Gli-Sufu antag	697 NFkB inh	Jurkat NFkB inh	EBI2 antag	UBC13 polyUb	CCR6 antagonist
Cn1c(CCNC(=O)c2ccco2)nc2cc(NC(=O)c3ccco3)ccc21	4	2	-30	-44	-25	0	3	-2
COc1ccccc1N1CCN(C2CC(=O)N(C)C2=O)CC1 (stereo unspecified)	-3	-4	2	23	4	-15	7	3
O=C(N/N=C/c1ccccc1C(=O)O)c1cccc(S(=O)(=O)N2CCOCC2)c1	34	-13	4	22	5	5	-5	1
CC(SCC(=O)NC(C)C1CC2CCC1C2)C(=O)O (stereo unspecified)	8	-9	8	7	-6	-4	8	1
CCOC(=O)Cc1nnc(Nc2cccc(C)c2)c2ccccc12	0	-1	1	8	13	5	-4	2
CCOc1ccc(N2CC(C(=O)NCCC3=CCCCC3)CC2=O)cc1 (stereo unspecified)	-10	-8	6	-6	-4	21	0	12
Cc1c(NC(=O)/C=C/C(=O)O)cccc1[N+](=O)[O-]	4	2	0	15	16	-3	4	-6
CN(CC(=O)NCc1ccccc1)S(=O)(=O)c1ccc2c(c1)CCC(=O)N2	2	6	-5	-10	-3	0	-5	7
Cc1cc(-c2n[nH]c(=S)n2Cc2ccco2)nn1C	6	2	4	-36	-27	-3	-12	0
Cc1ccc(COc2ccc(/C=N/O)cc2)cc1	-9	-1	-62	-36	-93	-9	9	13
FC(F)(F)c1ccc(Cl)c(NC2=NCCCCC2)c1	12	0	-19	-6	-19	-11	1	-7
Cc1ccc(OCC(O)Cn2c(N3CCCCC3)nc3c2c(=O)[nH]c(=O)n3C)cc1 (stereo unspecified)	15	0	4	-3	-2	-3	3	7
Cc1ccccc1C(=O)c1cccn1CC(=O)NCc1ccc(Cl)cc1	2	-2	-9	-4	3	3	15	0
Fc1ccc2c(Cl)c(-c3nnc(-c4cccs4)o3)sc2c1	-19	-8	-73	-238	-163	-22	10	-11
Cc1ccc(N2CC(C(=O)Nc3c4c(nn3C(C)(C)C)CS(=O)(=O)C4)CC2=O)cc1C (stereo unspecified)	-48	2	-1	-10	8	-1	-4	-9
N#Cc1ccc(N2CCN(C(=O)c3cccc(F)c3)CC2)c(F)c1	6	1	2	-1	9	-5	0	13
CC(C)CC(C)NNC(=O)c1cc2ccccc2[nH]1 (stereo unspecified)	-3	1	-10	-12	-1	13	-4	7
COC(=O)c1c(C)n(-c2ccc(OC)cc2)c2ccc(O)cc12	-8	3	-10	4	12	9	6	8
CC(C)OC(=O)CSc1nnc2c3ccccc3n(C)c2n1	0	-4	2	-3	-6	-6	-11	7
O=C(CSc1nnc(-c2ccc(Br)cc2)o1)Nc1cccc(C(=O)O)c1	8	7	-53	8	75*	-12	11	-6
O=C(Nc1ccccn1)C1CCN(S(=O)(=O)c2ccc3ccccc3c2)CC1	7	10	39	5	-1	0	-1	17
COC(=O)c1sccc1NC(=O)Cn1nnc(-c2ccc(C)cc2)n1	27	-4	4	7	6	-6	0	-7
COc1ccc(CCNC(=O)CCC(=O)N2CCN(S(=O)(=O)c3ccc(Cl)cc3)CC2)cc1OC	-17	2	-6	-47	-13	-3	-13	1
CCCn1c(=O)c2c(nc3n2CCCN3Cc2ccccc2)n(C)c1=O	6	10	-1	10	-6	1	10	24
CCCCCNCC(=O)Nc1cc(C(F)(F)F)ccc1OCCOC	-20	2	18	1	2	7	1	15
C/C(CC(=O)Nc1ccccn1)=N\NC(=O)C(=O)Nc1cccc(C)c1	9	-4	-4	16	-6	-1	4	7
CCOC(=O)c1c(NC(=O)CSc2nncs2)sc(C)c1C	-11	-5	-14	-5	-15	11	-9	16
COc1ccc(Nc2ncnc3nc[nH]c23)cc1OC	8	0	1	7	5	-3	-6	0
O=C(Oc1cccc(NC(=O)c2ccco2)c1)c1cccc(S(=O)(=O)N2CCCC2)c1	-33	-3	-11	-5	-14	-30	4	10
Cc1ccc(-c2nn(C)c(=O)c3ccccc23)cc1CN1CCOCC1	-15	-8	7	-4	4	-6	0	-1
C=CCn1c(O)c(/C=C2\C=NN=C2c2ccccc2)sc1=S	4	6	-4	-7	4	-22	4	13
CCOC(=O)NC(=O)COC(=O)c1ccc(O)cc1	-39	0	-1	8	6	0	-4	-5
CCOC(=O)c1cc(-c2ccccc2)sc1NC(=O)CC	10	-9	-4	10	-12	9	5	19
Cc1cc2c(OCC(O)CNC3CCCCC3)cccc2[nH]1 (stereo unspecified)	-15	-3	21	-1	-17	-4	-7	3
CC1(O)CC(=O)N(c2ccccc2)O1 (stereo unspecified)	9	-8	-1	20	1	-12	2	9
Fc1ccc(Br)cc1C1C=C(c2ccc(Br)cc2)Nc2ncnn21 (stereo unspecified)	25	-12	3	12	38	22	-2	3
COc1cc2[nH]c(=S)n(CC3CCCO3)c(=O)c2cc1OC (stereo unspecified)	-17	-4	9	37*	2	-1	10	1
COc1cc(CC(=O)OCC(=O)Nc2ccc3c(c2)OCO3)cc(OC)c1OC	-15	2	-5	18	4	-6	10	5
CCCCCN(C(=O)CCC(=O)OCC(=O)N1CCCCC1)c1c(N)n(CCCC)c(=O)[nH]c1=O	-19	4	1	-5	7	1	-4	4
CCCCOc1cccc(C(=O)N(Cc2cccs2)C2CCS(=O)(=O)C2)c1 (stereo unspecified)	13	-4	24	-19	15	6	-2	9
CC(C)(C)c1ccc(-c2n[nH]c(=S)n2-c2ccccc2)cc1	18	-11	-7	-3	7	-8	9	6
COc1ccccc1NS(=O)(=O)c1ccc(Cl)cc1	16	4	0	-1	-1	-2	0	0
CCN1C(=O)[C@H]2[C@@H](c3ccc(-c4ccc(Cl)c(Cl)c4)c(OC)c3)N[C@@](Cc3ccccc3)(C(=O)OC)[C@H]2C1=O	-6	-2	-2	10	30	26	-25	4
O=S(=O)(c1ccccc1)N1CC=C(c2ccccc2)CC1	-3	6	23	21	3	3	-2	3
COc1cccc([C@@H]2Oc3ccc(OC)cc3C(=O)[C@H]2OC(=O)Nc2cc(OC)c(OC)c(OC)c2)c1	-53	.	-13	-27	-53	.	-4	13
O=C(Nc1cccc(O)c1)c1cccc(NC(=O)c2cccs2)c1	5	-24	-20	11	-25	0	9	5
O=C(CC(c1ccccc1)c1cc(Br)ccc1O)NCCCN1CCOCC1 (stereo unspecified)	5	2	52	-11	-3	-2	-5	1
CC1CCN(C(=O)CN2C(=O)NC(c3ccccc3)(c3ccccc3)C2=O)CC1	-4	0	3	10	-5	5	-4	13
O=C1CSC(=S)N1N=Cc1c(O)ccc2ccccc12	.	33	-9	.	.	7	.	15
C=CCn1c(Cc2c(C)[nH]c3ccccc23)nnc1SCC(=O)NCc1ccc(F)cc1	-12	4	4	1	2	5	-3	3
CC(=O)Nc1ccc(S(=O)(=O)NCC(=O)OCC(=O)Nc2sccc2C(N)=O)cc1	0	0	-25	-17	3	-5	2	7
COC(=O)c1ccc2c(=O)n(CCCCCC(=O)NCCNC(C)=O)c(=O)[nH]c2c1	-8	4	-5	13	-6	-7	19	-5
N#Cc1ccc(-c2c(-c3ccccc3)ncc3cc(F)ccc23)cc1	11	6	-13	-24	-30	23	5	14
COc1ccc(/C=C(/C#N)S(=O)(=O)c2ccc(C)cc2)cc1	-19	-6	-3	-3	3	-5	5	-3
COc1ccc(N2C3=C(C(=O)CC(C)(C)C3)C(c3ccccc3OC)C3=C2CC(C)(C)CC3=O)cc1	-16	-12	2	-5	16	7	-12	15
O=C(CSc1nc(Nc2ccccc2)nc(N2CCOCC2)n1)Nc1ccc(Br)cc1F	-23	-1	19	9	12	46*	-6	-4
O=C(CC1Sc2ncnn2C1=O)Nc1ccccc1 (stereo unspecified)	11	12	15	9	-6	0	-6	-3
CNc1[nH]ncc1[N+](=O)[O-]	-4	-4	2	-40	-66	-5	4	-7
CSC(=O)CC(=O)NC(=O)c1ccccc1	8	0	-13	14	5	-3	9	0
CCn1c(SCC(=O)N2c3ccccc3CCc3ccccc32)nnc1-c1ccc(OC)cc1	-4	4	8	15	-10	11	-3	15

Record cards, from the list above. Values in the order: APJ antagonist, CXCR6 inh, Gli-Sufu antag, 697 NFkB inh, Jurkat NFkB inh, EBI2 antag, UBC13 polyUb, CCR6 antagonist
N#Cc1ccc(-c2c(-c3ccccc3)ncc3cc(F)ccc23)cc1 is entered as 11, 6, -13, -24, -30, 23, 5, 14
CCCn1c(=O)c2c(nc3n2CCCN3Cc2ccccc2)n(C)c1=O is entered as 6, 10, -1, 10, -6, 1, 10, 24
Cc1ccccc1C(=O)c1cccn1CC(=O)NCc1ccc(Cl)cc1 is entered as 2, -2, -9, -4, 3, 3, 15, 0
COc1ccc(Nc2ncnc3nc[nH]c23)cc1OC is entered as 8, 0, 1, 7, 5, -3, -6, 0

(continued)
SMILES	APJ antagonist	CXCR6 inh	Gli-Sufu antag	697 NFkB inh	Jurkat NFkB inh	EBI2 antag	UBC13 polyUb	CCR6 antagonist
CC1(NC(=O)CCc2ccccc2)CCN(CCCc2ccccc2)C1=O (stereo unspecified)	-6	-2	-1	16	6	-6	9	-3
COc1ccccc1N1CCN(c2ccc(Cl)nn2)CC1	14	-2	3	-15	-3	-5	4	12
Cc1ccc(S(=O)(=O)CCC(=O)OCC(=O)N2c3ccccc3NC(=O)C2(C)C)cc1	17	-4	-6	8	6	-11	2	13
CCOC(=O)c1cccc(NC(=O)c2ccc(-n3cnnn3)cc2)c1	8	-8	3	7	-16	1	-9	4
COc1cccc(N2CCN(C(=O)C3C4C=CC5(CN(Cc6ccccc6Cl)C(=O)C35)O4)CC2)c1 (stereo unspecified)	-3	1	-4	18	5	1	10	0
CC(C)CC(NC(N)=O)C(=O)NCCc1ccc(Cl)cc1Cl (stereo unspecified)	10	5	1	4	13	-6	6	8
COc1ccccc1N1C(=O)c2cccc3cccc(c23)C1=O	-7	-6	-4	15	-3	-1	-8	10
O=C(c1ccccc1[N+](=O)[O-])N(CCc1ccccc1)Cc1ccccc1	2	16	7	-7	18	9	-4	31
CCc1ccc(/C=N/NC(=S)NCCc2ccccc2)cc1	14	1	5	6	-1	57*	5	13
Cc1ccc(C(=O)N2[C@@H]3CN(C)C(=O)[C@@]2(C)[C@H]2C(=O)N(Cc4ccccc4)C(=O)[C@@H]32)cc1	.	8	-3	.	.	-8	.	0
CC(C(=O)Nc1ccc(N(C)C)cc1)N1C(=O)c2ccccc2S1(=O)=O (stereo unspecified)	12	1	-5	-5	1	-5	3	5
COc1ccc(S(=O)(=O)N2CC(=O)Nc3ccccc32)cc1Cl	-19	-13	4	-6	0	3	-8	-6
CC#CC[N+](C)(C)CCCCCCCCCCCC	11	7	88*	32	36	8	23	-10
Cc1cccc2nc(-c3ccco3)c(Nc3ccc4c(c3)OCCO4)n12	8	0	0	-50	-35	7	-1	16
CCOC(=O)Cc1c(C)[nH]c(=S)[nH]c1=O	18	2	-17	-1	9	-9	-5	-15

Reprinted from the part before: two compounds; new compounds follow.
SMILES	APJ antagonist	CXCR6 inh	Gli-Sufu antag	697 NFkB inh	Jurkat NFkB inh	EBI2 antag	UBC13 polyUb	CCR6 antagonist
Cc1cccc2nc(-c3ccco3)c(Nc3ccc4c(c3)OCCO4)n12	8	0	0	-50	-35	7	-1	16
CCOC(=O)Cc1c(C)[nH]c(=S)[nH]c1=O	18	2	-17	-1	9	-9	-5	-15
OC(CNCCCN1CCCCC1)COc1ccccc1 (stereo unspecified)	0	5	2	16	-22	-9	-2	1
COc1cccc(/C=N/n2c(C3CCCCC3)n[nH]c2=S)c1OC	14	-4	9	-18	-16	5	1	21
Cc1ccc(N(CC(=O)N2CCN(C3CCCCC3)CC2)S(=O)(=O)c2cccnc2)cc1	-4	1	2	11	-3	7	5	-8
COc1cc(OC)cc(C(=O)NNC(=O)c2ccccn2)c1	5	23	13	-12	-11	-3	44	29
Cc1ccc(NC(=O)C2CCN(S(=O)(=O)c3ccc4c(c3)CCCC(=O)N4)CC2)cc1N(C)C	5	-2	-2	5	7	11	-5	-3
